CHRM4 PAM – positive allosteric modulators of human muscarinic M4 receptor. CHO-K1 hM4/Gqi5, Fluo-8 calcium fluorescence, ACh EC20; 0% = ACh EC20, 100% = maximal ACh. actives 0.4% (n = 360,000). activation, % at 3 µM. AID 624126. P08173;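 active = activation above its plate's cutoff, the mean activation of sample wells plus 3 SD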; note: some results filed as inactive read as strong as hits
Target sequence (P08173 whole entry, looked up): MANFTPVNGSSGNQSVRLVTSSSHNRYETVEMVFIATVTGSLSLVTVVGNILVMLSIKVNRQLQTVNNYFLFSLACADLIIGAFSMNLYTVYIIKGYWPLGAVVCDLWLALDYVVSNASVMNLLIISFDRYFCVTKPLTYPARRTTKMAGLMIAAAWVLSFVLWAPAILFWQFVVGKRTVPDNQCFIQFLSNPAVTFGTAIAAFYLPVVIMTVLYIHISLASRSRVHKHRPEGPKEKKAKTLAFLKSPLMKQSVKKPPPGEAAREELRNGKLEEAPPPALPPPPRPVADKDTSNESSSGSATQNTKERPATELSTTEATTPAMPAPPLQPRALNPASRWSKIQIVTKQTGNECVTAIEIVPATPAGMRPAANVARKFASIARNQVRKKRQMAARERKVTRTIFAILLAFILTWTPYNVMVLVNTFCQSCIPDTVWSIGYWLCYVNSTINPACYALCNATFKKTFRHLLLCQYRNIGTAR
M4 antag – antagonists of human muscarinic M4 receptor (CHRM4). P08173. CHO-hM4 cells, ACh EC80, Fluo-8 calcium fluorescence. inhibition, % at 3 µM. actives 0.73% (n = 360,000);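 active = inhibition above its plate's cutoff, the mean inhibition of sample wells plus 3 SD, cut at about 27% in these data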;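 note: 0% = acetylcholine EC80 with DMSO and 100% = DMSO without agonist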
CHO-K1 Ca antag – M1 antagonist counterscreen hit in parental CHO-K1 cells. actives 0.6% (n = 360,000). inhibition, % at 3 µM. AID 602250. ATP-induced calcium, Fluo-8 fluorescence;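 active = inhibition above a per-plate cutoff, the plate's mean sample inhibition plus 3 SD, cut at about 24% in these data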;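 note: 0% = DMSO plus EC80 ATP and 100% = DMSO alone without ATP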
M1 PAM parental – counter-screen for M1 PAMs: effect in parental CHO-K1 cells. ATP EC20, Fluo-8 calcium fluorescence; 0% at ATP EC20, 100% at ATP max. activation, % at 3 µM. actives 0.02% (n = 360,000);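 active = activation above the run cutoff, the mean activation of all test compounds plus 3 SD, cut at about 40% in these data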;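 note: peak over basal fluorescence ratio in a 140 s read after ATP addition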
CHRM5 PAM – potentiates acetylcholine response at human M5 receptor | P08912 | CHO-K1 hM5, Fluo-8 calcium, ACh EC20 PAM; 0% = ACh EC20, 100% = ACh EC100 | activation, % at 3 µM | actives 0.3% (n = 360,000) | AID 624038;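 active = activation above the run cutoff, the mean activation of all test compounds plus 3 SD, cut at about 18% in these data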
Target sequence (P08912 whole entry, looked up): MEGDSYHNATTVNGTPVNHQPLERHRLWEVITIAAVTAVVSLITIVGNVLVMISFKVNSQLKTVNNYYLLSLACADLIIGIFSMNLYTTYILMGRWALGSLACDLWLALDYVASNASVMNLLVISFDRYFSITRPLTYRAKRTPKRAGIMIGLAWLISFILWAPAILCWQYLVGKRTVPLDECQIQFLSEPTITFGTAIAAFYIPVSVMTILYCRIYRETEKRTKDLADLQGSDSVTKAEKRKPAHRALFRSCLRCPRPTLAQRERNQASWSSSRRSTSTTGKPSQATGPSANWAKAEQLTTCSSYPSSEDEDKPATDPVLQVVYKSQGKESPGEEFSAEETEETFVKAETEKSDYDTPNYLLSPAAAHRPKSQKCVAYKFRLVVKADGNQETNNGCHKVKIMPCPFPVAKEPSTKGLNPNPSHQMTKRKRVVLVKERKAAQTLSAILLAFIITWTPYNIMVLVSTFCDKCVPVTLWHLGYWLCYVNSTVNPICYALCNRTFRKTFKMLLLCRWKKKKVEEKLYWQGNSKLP
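System – CHO-K1 hM5 cells · Compound – 3 µM, single dose · Incubation – compound preincubation 140 s before EC20 acetylcholine addition · Technique – Fluo-8 calcium fluorescence · Measure – Max/basal fluorescence ratio as % of EC20–EC100 ACh window · Benchmarks – low control EC20 acetylcholine (0%), high control EC100 acetylcholine (100%) · Replication – singlicate, one well per test compound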
M5 antag – antagonists of human muscarinic M5 receptor (CHRM5). CHO-hM5 cells, Fluo-8 calcium fluorescence, ACh EC80. inhibition, % at 3 µM. actives 0.59% (n = 360,000);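 active = inhibition above a per-plate cutoff, the mean of that plate's test compounds plus 3 SD, cut at about 27% in these data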;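 note: 0% = acetylcholine EC80 with DMSO and 100% = DMSO without agonist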
CHRM4 agonist – agonists of human muscarinic M4 receptor (CHRM4). CHO-K1 hM4/Gqi5, Fluo-8 calcium fluorescence; vehicle 0%, full acetylcholine response 100%. actives 0.14% (n = 360,000). activation, % at 3 µM. AID 624127;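 active = activation above the run mean over all test wells plus 3 SD, cut at about 32% in these data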;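 note: peak over basal fluorescence ratio per well then scaled between controls; 0% = DMSO wells and 100% = acetylcholine at EC100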
CHRM5 agonist – CHRM5 agonism in calcium assay. CHO-K1 hM5 cells, Fluo-8 calcium fluorescence; 0% DMSO wells, 100% maximal acetylcholine response. P08912. AID 624037. actives 0.19% (n = 360,000). activation, % at 3 µM;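 active = activation above the run's mean over test compounds plus 3 SD, cut at about 23% in these data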;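 note: signal is peak over basal fluorescence ratio across the kinetic read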
M1 ag parental – counter-screen for M1 agonists: effect in parental CHO-K1 cells; Fluo-8 calcium fluorescence; scaled to maximal ATP response, vehicle zero; activation, % at 3 µM; actives 0.48% (n = 360,000); in the data active = activation above about 15%;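 note: untransfected CHO-K1 host cells lacking M1 receptor as counterscreen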
* hit, by the source's call.

How did COc1nc(N(C)C)nc(N(C#N)S(=O)(=O)c2ccc(C)cc2)n1 do in these assays?
CHRM4 PAM: 0; M4 antag: -8; CHO-K1 Ca antag: 5; M1 PAM parental: -9; CHRM5 PAM: 9; M5 antag: -2; CHRM4 agonist: 0; CHRM5 agonist: -2; M1 ag parental: -0.1

What do the screens show for `CC(C)C(NC(=O)c1ccco1)C(=O)NCc1ccc(C(=O)O)cc1` (stereo unspecified)?
CHRM4 PAM: -7; M4 antag: 7; CHO-K1 Ca antag: 2; M1 PAM parental: -9; CHRM5 PAM: -1; M5 antag: 5; CHRM4 agonist: 1; CHRM5 agonist: -2; M1 ag parental: -0.3

How did Nc1ccccc1C(=O)NNc1c2ccccc2nc2ccccc12 do in these assays?
CHRM4 PAM: -6; M4 antag: 2; CHO-K1 Ca antag: -9; M1 PAM parental: 7; CHRM5 PAM: -4; M5 antag: 6; CHRM4 agonist: 3; CHRM5 agonist: 1; M1 ag parental: 1.2

Results for CCn1c(=O)c2cc(C(=O)N3CCN(C)CC3)sc2c2ccccc21 ?
CHRM4 PAM: -3; M4 antag: -7; CHO-K1 Ca antag: 5; M1 PAM parental: -2; CHRM5 PAM: -5; M5 antag: 2; CHRM4 agonist: 2; CHRM5 agonist: 1; M1 ag parental: 0.9

How did O=C(Nc1ccc(Oc2ncnc3cc(Cl)ccc23)nc1)c1cccs1 do in these assays?
CHRM4 PAM: -6; M4 antag: -5; CHO-K1 Ca antag: -12; M1 PAM parental: 9; CHRM5 PAM: -3; M5 antag: 6; CHRM4 agonist: 8; CHRM5 agonist: 0; M1 ag parental: 2.4

How did CCN(C(=O)CSc1n[nH]c(-c2cc(Cl)ccc2OC)n1)C1CCS(=O)(=O)C1 (stereo unspecified) do in these assays?
CHRM4 PAM: 7; M4 antag: -15; CHO-K1 Ca antag: -13; M1 PAM parental: 10; CHRM5 PAM: 0; M5 antag: 1; CHRM4 agonist: 2; CHRM5 agonist: 0; M1 ag parental: 1.3

Results for CNC(=O)c1nc(C)c(C2(C)CC(c3cccc([N+](=O)[O-])c3)=NO2)s1 (stereo unspecified) ?
CHRM4 PAM: 5; M4 antag: 0; CHO-K1 Ca antag: 2; M1 PAM parental: -16; CHRM5 PAM: 5; M5 antag: 6; CHRM4 agonist: 2; CHRM5 agonist: -5; M1 ag parental: -0.1

How did Cc1cccc(NC(=O)/C(C#N)=C/c2ccc(F)cc2)n1 do in these assays?
CHRM4 PAM: 6; M4 antag: -2; CHO-K1 Ca antag: 7; M1 PAM parental: 20; CHRM5 PAM: 6; M5 antag: -4; CHRM4 agonist: 0; CHRM5 agonist: 0; M1 ag parental: 13

Results for CCOC(=O)CSc1nc(C(C)C)nc2sc(C)c(C)c12 ?
CHRM4 PAM: -8; M4 antag: -1; CHO-K1 Ca antag: 9; M1 PAM parental: -3; CHRM5 PAM: 0; M5 antag: -10; CHRM4 agonist: -2; CHRM5 agonist: -3; M1 ag parental: -0.6

How did Cc1ccc(S(=O)(=O)Nc2cc(C)c(O)cc2C)cc1 do in these assays?
CHRM4 PAM: -10; M4 antag: 0; CHO-K1 Ca antag: 1; M1 PAM parental: 8; CHRM5 PAM: -9; M5 antag: 7; CHRM4 agonist: 21; CHRM5 agonist: 6; M1 ag parental: 6.5

Results for O=C(Nc1ccc(Nc2ccccc2)cc1)C1CC1 ?
CHRM4 PAM: -3; M4 antag: 2; CHO-K1 Ca antag: -6; M1 PAM parental: 7; CHRM5 PAM: -13; M5 antag: 6; CHRM4 agonist: 2; CHRM5 agonist: -2; M1 ag parental: 0.1

What do the screens show for `Cc1ccc(-n2nc3c(c2NC(=O)/C=C\c2ccc4c(c2)OCO4)CSC3)c(C)c1`?
CHRM4 PAM: 5; M4 antag: -4; CHO-K1 Ca antag: 20; M1 PAM parental: 1; CHRM5 PAM: -3; M5 antag: 6; CHRM4 agonist: 1; CHRM5 agonist: 0; M1 ag parental: 0.0

How did CC(=O)N1CCN(C(=O)CCN(c2ccccc2)S(=O)(=O)c2ccc(C)cc2)CC1 do in these assays?
CHRM4 PAM: 3; M4 antag: -2; CHO-K1 Ca antag: -15; M1 PAM parental: 14; CHRM5 PAM: 6; M5 antag: 0; CHRM4 agonist: 1; CHRM5 agonist: 2; M1 ag parental: 0.7

Results for O=C(CNC(=O)c1ccccc1F)Nc1ccc2c(c1)CCC2 ?
CHRM4 PAM: 2; M4 antag: 1; CHO-K1 Ca antag: -14; M1 PAM parental: 6; CHRM5 PAM: 1; M5 antag: 2; CHRM4 agonist: 2; CHRM5 agonist: 1; M1 ag parental: 0.3

How did O=C(CN1CCCCC1)NCC1(c2ccccc2)CCCC1 do in these assays?
CHRM4 PAM: -16; M4 antag: 17; CHO-K1 Ca antag: -11; M1 PAM parental: 27; CHRM5 PAM: -9; M5 antag: 0; CHRM4 agonist: 0; CHRM5 agonist: -10; M1 ag parental: 0.9

What do the screens show for `Cc1ccn2c(=O)nc(SCC(=O)Nc3ccc4c(c3)OCO4)nc2c1`?
CHRM4 PAM: 8; M4 antag: -11; CHO-K1 Ca antag: -4; M1 PAM parental: 13; CHRM5 PAM: 1; M5 antag: 7; CHRM4 agonist: 2; CHRM5 agonist: 1; M1 ag parental: 0.9

How did CC(C)CNC(=O)NC(=O)COC(=O)c1cc(F)cc(F)c1 do in these assays?
CHRM4 PAM: 3; M4 antag: 6; CHO-K1 Ca antag: -12; M1 PAM parental: 23; CHRM5 PAM: -1; M5 antag: 0; CHRM4 agonist: 1; CHRM5 agonist: 0; M1 ag parental: 1.0

How did COc1ccc(O)c(CN2CCCC(N3CCN(c4ccc(F)cc4)CC3)C2)c1 (stereo unspecified) do in these assays?
CHRM4 PAM: -2; M4 antag: -7; CHO-K1 Ca antag: 0; M1 PAM parental: 7; CHRM5 PAM: 9; M5 antag: -4; CHRM4 agonist: 1; CHRM5 agonist: 0; M1 ag parental: 0.6

Results for CCN(CC)S(=O)(=O)c1cc(NC(=S)NC(=O)C2CCCC2)ccc1C ?
CHRM4 PAM: -8; M4 antag: 3; CHO-K1 Ca antag: 10; M1 PAM parental: -20; CHRM5 PAM: -29; M5 antag: 23; CHRM4 agonist: 10; CHRM5 agonist: -3; M1 ag parental: 2.9

Results for O=C(CCl)Nc1ccc(Sc2ccc(NC(=O)CCl)cc2)cc1 ?
CHRM4 PAM: -16; M4 antag: 14; CHO-K1 Ca antag: -3; M1 PAM parental: 10; CHRM5 PAM: -6; M5 antag: 2; CHRM4 agonist: 3; CHRM5 agonist: -4; M1 ag parental: 4.6

How did Cc1ccc(-c2ccc(/C=C(\C#N)C(N)=S)o2)c([N+](=O)[O-])c1 do in these assays?
CHRM4 PAM: -8; M4 antag: -4; CHO-K1 Ca antag: 8; M1 PAM parental: -7; CHRM5 PAM: -9; M5 antag: 15; CHRM4 agonist: 4; CHRM5 agonist: -7; M1 ag parental: -0.7

How did COC(=O)c1ccc(NC(=O)CSc2nnc(-c3ccncc3)n2C)cc1 do in these assays?
CHRM4 PAM: 2; M4 antag: 18; CHO-K1 Ca antag: -5; M1 PAM parental: 6; CHRM5 PAM: 3; M5 antag: -3; CHRM4 agonist: 1; CHRM5 agonist: -1; M1 ag parental: -0.1

What do the screens show for `CC(Sc1nnc(C2CC2)n1C1CC1)C(=O)N(C)Cc1cccc(F)c1` (stereo unspecified)?
CHRM4 PAM: -6; M4 antag: -6; CHO-K1 Ca antag: -12; M1 PAM parental: 17; CHRM5 PAM: 3; M5 antag: -2; CHRM4 agonist: 1; CHRM5 agonist: -8; M1 ag parental: -0.2

What do the screens show for `Cc1cccc(C(=O)NCCCNC(=O)c2ccco2)c1`?
CHRM4 PAM: -2; M4 antag: 4; CHO-K1 Ca antag: -13; M1 PAM parental: 29; CHRM5 PAM: 0; M5 antag: 14; CHRM4 agonist: 0; CHRM5 agonist: -1; M1 ag parental: 1.0

Results for Nc1ncc(Br)cc1Br ?
CHRM4 PAM: 0; M4 antag: -11; CHO-K1 Ca antag: 5; M1 PAM parental: 2; CHRM5 PAM: -2; M5 antag: 1; CHRM4 agonist: 0; CHRM5 agonist: -1; M1 ag parental: -0.2

What do the screens show for `O=C(NCCN1CCCCC1)Nc1cccc(F)c1`?
CHRM4 PAM: -1; M4 antag: 0; CHO-K1 Ca antag: -10; M1 PAM parental: 13; CHRM5 PAM: 3; M5 antag: 0; CHRM4 agonist: 1; CHRM5 agonist: -1; M1 ag parental: 0.4

What do the screens show for `CN(C)c1ccc(/C=C(\C#N)c2ccccn2)cc1`?
CHRM4 PAM: 6; M4 antag: 2; CHO-K1 Ca antag: -1; M1 PAM parental: 14; CHRM5 PAM: -4; M5 antag: 10; CHRM4 agonist: 1; CHRM5 agonist: -1; M1 ag parental: 1.8

How did CCOC(=O)c1sc(C)c2c1NC(c1ccc(N(C)C)cc1)NC2=O (stereo unspecified) do in these assays?
CHRM4 PAM: -5; M4 antag: 5; CHO-K1 Ca antag: -11; M1 PAM parental: 14; CHRM5 PAM: 3; M5 antag: -3; CHRM4 agonist: 1; CHRM5 agonist: -3; M1 ag parental: -0.2

What do the screens show for `COc1ccc(-c2cc(C(=O)Nc3c(C)nn(Cc4ccccc4)c3C)no2)cc1`?
CHRM4 PAM: -15; M4 antag: -1; CHO-K1 Ca antag: 6; M1 PAM parental: -1; CHRM5 PAM: -15; M5 antag: 13; CHRM4 agonist: 10; CHRM5 agonist: -3; M1 ag parental: 10.0

How did CN(C)S(=O)(=O)NCCNc1ccc(C(F)(F)F)cc1[N+](=O)[O-] do in these assays?
CHRM4 PAM: -2; M4 antag: 2; CHO-K1 Ca antag: 4; M1 PAM parental: -6; CHRM5 PAM: 3; M5 antag: -14; CHRM4 agonist: 7; CHRM5 agonist: 0; M1 ag parental: 4.2

Results for Cc1ccc2nc(SCC(=O)Nc3cccnc3Cl)[nH]c2c1 ?
CHRM4 PAM: 5; M4 antag: -3; CHO-K1 Ca antag: -8; M1 PAM parental: 2; CHRM5 PAM: 6; M5 antag: -4; CHRM4 agonist: 0; CHRM5 agonist: -1; M1 ag parental: 0.6

What do the screens show for `CC(=O)Oc1ccc(NC(=O)Cc2ccccc2)cc1`?
CHRM4 PAM: 2; M4 antag: 2; CHO-K1 Ca antag: -28; M1 PAM parental: 14; CHRM5 PAM: -1; M5 antag: 0; CHRM4 agonist: 1; CHRM5 agonist: 2; M1 ag parental: 0.1

How did Oc1[nH]c2ccccc2c1C1=NCCCC1 do in these assays?
CHRM4 PAM: 6; M4 antag: 16; CHO-K1 Ca antag: -9; M1 PAM parental: 17; CHRM5 PAM: -9; M5 antag: -4; CHRM4 agonist: 0; CHRM5 agonist: -7; M1 ag parental: 0.7

What do the screens show for `O=C(Cn1nc(C(=O)O)c2ccccc2c1=O)Nc1cc(S(=O)(=O)N2CCOCC2)ccc1Cl`?
CHRM4 PAM: 2; M4 antag: -2; CHO-K1 Ca antag: -3; M1 PAM parental: 1; CHRM5 PAM: 12; M5 antag: 3; CHRM4 agonist: 0; CHRM5 agonist: 6; M1 ag parental: 0.3

From PubChem
